# Source: PubChem
# TDP1 cell CPT – DT40-hTDP1 cell growth loss with CPT; chicken DT40 Tdp1-/-;hTDP1 cells + 20 nM CPT, ATP luminescence, 48 h; Potency, µM (series often up to 46.2 µM), without a hit: at the top dose activity change, negative = growth inhibition, usual class: inhibitors; actives 12% (n = 420,000); AID 686979; note: nearly all actives have a fitted effect of over 55% in size
#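 Chicken DT40 Tdp1-/- cells complemented with human TDP1, 400 cells/well, exposed to compounds plus 20 nM camptothecin for at least 48 h at 37 C; viability read as ATP content by CellTiter-Glo luminescence.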
# N370S GC – inhibitors or activators of N370S glucocerebrosidase for Gaucher disease; N370S GC spleen homogenate, 4MU-glucoside fluorescence; Potency, µM (top dose mostly 59.4 µM), inactives show at the highest dose activity change, negative = inhibition, usual class: inhibitors; actives 0.092% (n = 330,000); P04062;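 note: 0% = full enzyme activity and -100% = no enzyme basal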
# FEN1 inh – blocks human flap endonuclease 1. Recombinant FEN1 flap cleavage, fluorescence, 15 min. Potency, µM (doses to about 114 µM), without a hit: top-dose activity change, negative = inhibition, actives largely listed as inhibitors. actives 0.35% (n = 390,000). P39748; note: nearly all actives have a fitted effect of over 65% in size
# Target sequence (P39748 whole entry, looked up): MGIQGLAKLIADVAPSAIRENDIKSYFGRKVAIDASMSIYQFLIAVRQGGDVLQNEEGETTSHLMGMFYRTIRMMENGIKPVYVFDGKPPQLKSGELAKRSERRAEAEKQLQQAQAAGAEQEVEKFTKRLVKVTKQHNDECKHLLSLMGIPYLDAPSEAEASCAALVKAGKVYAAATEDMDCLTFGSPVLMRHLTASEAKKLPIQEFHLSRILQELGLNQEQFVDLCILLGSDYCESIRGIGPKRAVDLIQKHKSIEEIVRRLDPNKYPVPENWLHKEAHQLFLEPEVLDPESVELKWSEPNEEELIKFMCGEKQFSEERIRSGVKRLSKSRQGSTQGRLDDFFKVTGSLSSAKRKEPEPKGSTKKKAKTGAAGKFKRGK
#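 Reaction started by adding substrate (50 nM final) to 10 nM enzyme after 15 min room-temperature compound preincubation. Reads at 0 and 15 min, with data normalized and fitted to a four-parameter Hill equation.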
# An asterisk follows results filed as active; ? = inconclusive; · = no result given; & = joins results of further samples. Calls come from the whole dose curve; as a rule, active = well fitted curve in the direction sought with a large enough effect; inconclusive = small, poorly fitted or top-dose-only effect, or another doubt; inactive = no such curve, though single readings can be large; an effect the other way counts as inactive or inconclusive. Unless noted, % is set by controls: 0 for no effect and ±100 for the full control effect; potency is the fitted concentration of half-maximal effect. Only part of the results is shown; count on the stated rates, not on these rows.
mol | TDP1 cell CPT | N370S GC | FEN1 inh
COc1ccc(-c2nc(CSCC(=O)N3CCN(c4ccc(OC)cc4)CC3)c(C)o2)cc1 | ? | · | 4.8%
O=C1CN(C(=O)CSc2nncs2)c2ccccc2N1 | 11.4% | -18.0% | 15.8%
O=[N+]([O-])c1cccc(C(=Nc2ccc(Cl)cc2)NO)c1 | ? | -18.8% | 12.0%
O=C(NCc1ccccn1)c1ccc2c(=O)n3nc(Nc4ccccc4)sc3nc2c1 | ? | -7.3% | 3.7%
O=C(Nc1ccc(Cl)cc1)C1CCCN(S(=O)(=O)c2cnc[nH]2)C1 (stereo not drawn) | -11.0% | -1.2% | 2.8%
CC(C)C(=O)NC(Nc1ccccc1F)C(Cl)(Cl)Cl (stereo not drawn) | ? | 2.5% | -13.8%
Cc1cc(C(C)(C)C)cc(C)c1C[n+]1ccc2ccccc2c1 | 0.411µM* | 0.5% | -2.7%
S=C(Nc1ccccc1)N1CCOCCOCCN(C(=S)Nc2ccccc2)CCOCCOCC1 | ? | -0.1% | -3.4%
COc1ccc(NC(=O)Nc2cccc3ccccc23)cc1S(N)(=O)=O | 3.5% | -1.4% | 1.4%
CCOC(=O)N1CCN(CCC(=O)Nc2ccc(C)c(Br)c2)CC1 | ? | ? | -4.3%

# Another view of some results above.
# The line under a structure holds: TDP1 cell CPT, N370S GC, FEN1 inh
CC(C)C(=O)NC(Nc1ccccc1F)C(Cl)(Cl)Cl (stereo not drawn)
 : ?, 2.5%, -13.8%
S=C(Nc1ccccc1)N1CCOCCOCCN(C(=S)Nc2ccccc2)CCOCCOCC1
 : ?, -0.1%, -3.4%
O=[N+]([O-])c1cccc(C(=Nc2ccc(Cl)cc2)NO)c1
 : ?, -18.8%, 12.0%

# The list continues:
mol | TDP1 cell CPT | N370S GC | FEN1 inh
COc1ccc2c(c1)Cc1sc(NC(=O)c3ccc(Cl)cc3)nc1-2 | 20.6µM* | · | ?
COC(=O)C1=CN(Cc2ccc(OC)c(OC)c2)C=C(C(=O)OC)C1c1cccc(OC)c1OC | ? | ? | -8.4%
CCNC(=S)N/N=C(\C)c1cccc(OC)c1 | 1.9% | 11.0% | -1.0%
N#Cc1cccc(-c2cc(NCc3cccnc3)ncn2)c1 | -3.9% | -2.2% | ·
COc1ccc(-c2cc(C(=O)Nc3c(Cl)cc(Cl)cc3Cl)c3ccccc3n2)cc1OC | ? | 5.1% | -1.3%
COCCCN1C(=O)C(=O)/C(=C(/O)c2ccc(C)cc2)C1c1ccccc1 (stereo not drawn) | -16.1% | 5.0% | 1.2%
CCn1c(CSc2ncccn2)nnc1SCC(=O)N1c2ccccc2CC1C (stereo not drawn) | -15.3% | 6.4% | 2.6%
O=C(CCN1CCCO1)NC1CCCc2c1cnn2-c1ccccc1F (stereo not drawn) | -4.2% | 1.8% | -17.3%
CCCN1CN(Cc2ccccc2)CNC1=S | -3.4% | -9.6% | -2.3%
CNC(=O)C1CCCN(c2nnc(C)c3c(C)n(-c4ccccc4)nc23)C1 (stereo not drawn) | -5.7% | · | -8.0%
COC(=O)C1CCN(C(=O)Cc2ccc(Br)cc2)CC1 | -12.2% | 3.8% | 10.2%
Cc1cccc(NC(=O)NCCc2ccc(Cl)cc2)c1 | 3.5% | 21.0% | -6.2%
COc1cccc(N/C(SCc2cccc([N+](=O)[O-])c2)=C(/C#N)C(=O)NCc2cccs2)c1 | ? | -8.8% | 2.1%
COc1ccccc1NC(=S)NNC(=O)c1ccc(O)cc1 | -0.8% | 6.2% | 6.4%
CCN=C1SC(CC(=O)Nc2ccc(C(F)(F)F)cc2)C(=O)N1CC (stereo not drawn) | -14.4% | 1.8% | -19.0%
COc1ccc(Cl)cc1NC(=O)CN(C)C(=O)c1ccc(-n2cncn2)cc1 | -10.9% | · | -16.9%
CC(C)(C)CC(=O)Nc1cccc2c1CCCC2 | -4.0% | 6.1% | 11.9%
CCN(CC)c1ccc(/C=N/Nc2ccc(C)cc2)c(O)c1 | 11.6µM* | -17.5% | 2.8%
COC(=O)NCc1ccc(CNC(=O)OC)cc1 | -3.8% | -0.9% | -10.2%
CCC1C(c2ccccc2)=CCC(C(=O)O)C1C (stereo not drawn) | 17.6% | · | 11.5%
CC(C)c1cc(C(=O)N/N=C/c2c[nH]c3ccccc23)n[nH]1 | ? | -5.6% | 4.0%
COc1ccc(CCNC(=O)[C@@H](NC(=O)N2CCn3c2nc2ccccc23)C(C)C)cc1OC | ? | -7.5% | 19.3%
CCC(Sc1nc2c(c(=O)[nH]1)CCC2)C(=O)Nc1cccc(OC)c1 (stereo not drawn) | 3.2% | 19.4% | -6.6%
CCCCN1C(=O)C(=O)NC[C@@H]1CCCCN | -0.7% | · | 17.0%
CCOC(=O)C1CCCN(c2ncnc3c2nnn3C)C1 (stereo not drawn) | -21.0% | · | -5.0%
CCSc1nc(O)cc(=O)n1-c1ccc(OC)cc1 | 7.0% | -6.3% | -2.1%
CCN(CC)S(=O)(=O)c1cccc(-c2n[nH]c(=S)n2C(C)COC)c1 (stereo not drawn) | 3.6% | -6.7% | 7.0%
Cc1ccc(C(=O)NCCc2nnc3ccc(SCC(=O)Nc4c(C)cc(C)cc4C)nn23)cc1 | -26.8% | 11.3% | 10.5%
Cc1c(-n2cc(C(=O)O)c(=O)c3cc(F)c(N4CCCC(O)C4)c(F)c32)c(=O)n(-c2ccccc2)n1C (stereo not drawn) | -9.8% | 15.5% | -3.9%
CC(=O)c1cccc(NC(=O)Cn2cnc(S(=O)(=O)N3CCCCC3)c2)c1 | 2.3% | -8.0% | 23.1%
Cc1ccc(C=C2C(=O)c3ccccc3C2=O)o1 | -2.5% | -1.6% | -4.7%
CCCn1c(SCC(=O)Nc2ccc3c(c2)OCO3)n[nH]c1=O | -0.9% | · | -7.6%
CCN(CC(=O)NC1CCS(=O)(=O)C1)S(=O)(=O)c1ccccc1Cl (stereo not drawn) | 3.8% | ? | -5.1%
COc1ccc(CCn2c(NCc3ccco3)nc3c2c(=O)[nH]c(=O)n3C)cc1 | ? | -17.2% | 7.4%
CCc1ccccc1NC(=O)Cn1c(=O)n(CCCCCC(=O)NCc2ccc(C)cc2)c(=O)c2sccc21 | ? | · | 3.3%
CCc1ccccc1NC(=O)Nc1c(C)n(C)n(-c2ccccc2)c1=O | -5.1%&3.3% | -1.2% | 0.0%&-5.0%
CCN(CC)C(=O)CSc1nc2cc3c(cc2c(=O)n1CCCCCC(=O)NCCc1ccc(OC)c(OC)c1)OCO3 | 14.6µM* | · | 14.7%
COc1ccc2nccc(C(N)=O)c2c1 | -14.5% | -2.6% | 2.9%
CC1CCN(C(=O)CCN2C(=O)C3C4C=CC(C4)C3C2=O)CC1 (stereo not drawn) | 14.7% | -5.1% | -1.5%
COc1ccc(C(=O)NCc2oc(-c3ccccc3)cc2C(=O)O)cc1 | -11.5% | 11.8% | 0.0%
CCOC(=O)c1sc(NC(=S)NC(=O)C2CC2)cc1C | -5.1% | 6.0% | -2.6%
CC1CCc2cc(F)ccc2N1C(=O)CCC(=O)O (stereo not drawn) | -4.7% | 2.2% | -10.1%
O=C(COC(=O)c1cccnc1Cl)NC12CC3CC(CC(C3)C1)C2 | -1.5% | · | -3.2%
N#Cc1ccc(-c2ccc(F)cc2)nc1Oc1ccccc1 | ? | 5.7% | 10.3%
CCOC(=O)c1n[nH]n2c1nc(=O)c1ccccc12 | -9.8% | -0.1% | -0.6%
N#Cc1ccc(OCC(=O)Nc2ccncc2)cc1 | -4.0% | 3.7% | 2.6%
Cc1onc(-c2c(Cl)cccc2Cl)c1C(=O)N1CCN(Cc2ccccc2)CC1 | -10.9% | -1.7% | -3.7%
O=[N+]([O-])c1ccccc1S(=O)(=O)NCCSCc1ccco1 | ? | · | -4.9%
O=C(NCc1ccccn1)c1cccc(NS(=O)(=O)c2ccccc2F)c1 | 22.9% | 27.3% | 3.5%
COCCNC(=S)NCc1cccs1 | -4.4% | 4.3% | 8.5%

# Next structures follow.
mol | TDP1 cell CPT | N370S GC | FEN1 inh
COc1ccc(OC)c(-n2c(-c3ccc(S(C)(=O)=O)cc3)cc(C=O)c2C)c1 | -27.0% | 8.7% | -2.9%
O=C(O)CC1(CC(=O)Nc2ccc(C(F)(F)F)cc2)CCCC1 | -1.3% | 3.1% | -5.6%
O=C(/C=C/c1ccc(OC(F)F)cc1)Nc1cccc(S(=O)(=O)NC2=NCCCCC2)c1 | ? | -13.7% | -11.9%
COc1cc(/C=c2\sc3n(c2=O)C(c2ccccc2)C(c2ccccc2)=NN=3)ccc1O (stereo not drawn) | ? | -13.3% | -18.8%
Cc1ccc(NC(=O)NNC(=O)c2snnc2C)cc1 | -2.1% | -5.8% | -8.3%
Cc1ccc(-c2noc(=O)n2CC(=O)c2ccc(Cl)cc2)cc1 | ? | 3.0% | 2.5%
C#CCOCCOCCOCCNc1nc(N2CCN(C(=O)[C@H](CCC(=O)O)n3cc(C(N)Cc4ccc(O)cc4)nn3)CC2)nc(N2CCN(C(=O)[C@H](CCC(=O)O)n3cc(C(N)CC(C)C)nn3)CC2)n1 (stereo partly drawn) | -1.0% | -4.5% | -0.9%
C[C@]12c3[nH]c4ccc(Cl)cc4c3CCN1C(=O)[C@@H](CC(=O)NCc1ccco1)C[C@@H]2C(=O)N1CCCCC1 | 6.51µM* | · | ?
NC(=O)COC(=O)c1cc(S(=O)(=O)N2CCN(c3ccccc3)CC2)ccc1Cl | -7.1% | -6.8% | -14.0%
COc1ccccc1NC(=S)NCc1ccccn1 | 2.31µM* | 1.1% | 1.0%
Nc1nc(COC(=O)C2CC(=O)N(Cc3ccccc3Cl)C2)nc(Nc2ccccc2)n1 (stereo not drawn) | -3.0% | · | 0.2%
CC(=O)c1cc(-c2ccccc2)n(CCC(=O)Nc2ccc(C)cc2C)c1C | ? | · | 2.1%
O=C(CCCCCCCCCCCCC1CCCC1)Nc1ccc(S(=O)(=O)c2ccc(NC(=O)CCCCCCCCCCCCC3CCCC3)cc2)cc1 | 15.2% | -8.2% | ·
COc1ccc(-c2noc(CSc3nc(-c4ccccc4)cc(=O)[nH]3)n2)cc1OC | -4.1% | 10.3% | 4.2%
O=C(COC(=O)C1CCN(S(=O)(=O)c2ccc(Cl)c(C(F)(F)F)c2)CC1)NCc1ccco1 | 8.9% | -12.4% | 1.5%
CCCSc1nc2c(c(=O)[nH]c(=O)n2C)n1CCc1ccccc1 | -12.2% | 23.4% | 6.7%
Cc1cccc(N2CCN(c3ncnc4c3c(-c3ccccc3)cn4-c3ccccc3)CC2C)c1 (stereo not drawn) | ? | · | 14.5%
CCOc1ccccc1CNC(=O)c1ccc(NC(=O)N2CCSc3ncccc32)cc1 | 20.6µM* | · | 2.9%
Cc1ccc(-n2nc(C(=O)NCc3ccc(C)o3)c3c4ccccc4n(C)c3c2=O)cc1 | -29.2% | -0.3% | -3.0%
O=C(N1CCN(c2ccccc2F)CC1)C12CC3CC(CC(C3)C1)C2 | ? | 8.4% | 1.9%
CNS(=O)(=O)c1cccc(C(=O)OCC(=O)N2CC(C)OC(C)C2)c1 (stereo not drawn) | -11.1% | -4.3% | 12.9%
COc1ccc(C(=O)NCC(=O)OCC(=O)c2c(C)[nH]c3ccccc23)cc1OC | -0.9% | · | -14.3%
Cc1ccccc1CNC(=O)C(=O)NCC1CCCN1S(=O)(=O)c1cccs1 (stereo not drawn) | ? | -11.3% | 0.6%
O=C(Nc1ccccc1F)n1ncc2cc(Cl)ccc21 | -11.9% | -1.7% | -4.3%
Cc1cc(Br)c(Cl)cc1NC(=O)CN1C(=O)C2C3CC(c4ccccc4)C(C3)C2C1=O (stereo not drawn) | ? | 15.5% | -16.8%
CCN(CCNC(=O)C1CCCN(c2ncnc3c2nc2n3CCCCC2)C1)Cc1ccccc1 (stereo not drawn) | ? | 1.0% | 2.6%
CCO[C@@H]1OC(C(=O)O)=C[C@H](c2csc3ccccc23)[C@H]1CCCO | 3.7% | 0.7% | -9.7%
CCC(N)C12CC3CC(CC(O)(C3)C1)C2 (stereo not drawn) | 10.5% | 0.6% | 8.0%
COC(=O)c1ccccc1NC(=O)C(Cc1ccccc1)N1Cc2ccccc2C1=O (stereo not drawn) | ? | · | -6.7%
COc1ccc(/C=C/C(=O)NC(=S)NNC(=O)Cc2cccs2)cc1OC | 16.4µM* | -12.9% | -4.3%
CCC(C)NC(=O)CNC(=O)Cn1c(C)cc2ccccc2c1=O (stereo not drawn) | 0.6% | -5.3% | -13.6%
CC(=O)c1c(C)nc(-c2ccc(OCC(=O)Nc3ccccc3)cc2)n1O | 1.0% | -7.8% | -6.5%
COc1cc(C(=O)NNC(=O)/C=C/c2ccccc2)cc(OC)c1OC | -0.6% | · | -3.3%
COC(=O)c1cn(C(=O)c2ccccc2Cl)c2ccccc12 | ? | 7.6% | -8.6%
COc1cc([N+](=O)[O-])ccc1-c1ccc(/C=C2\C(=O)ON=C2c2ccccc2)o1 | 11.6µM* | · | ?
COc1ccc(C)cc1NC(=O)c1cc2ccccn2n1 | -24.8% | · | -1.1%
Cc1cc(C)cc(NC(=O)Cn2c(=O)n(Cc3ccco3)c(=O)c3oc4ccccc4c32)c1 | ? | · | 6.8%
